LEDGF integ inh = blocks HIV-1 LEDGF/p75-dependent DNA integration; TR-FRET IN-LEDGF/p75 DNA integration, Eu/Cy5; AID 743269; inhibition, % at 3.7 µM; 370,000 tested, 0.64% active;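 active means inhibition above the screen-wide mean plus 3 SD, cut at about 13% in these data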;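 further: signal is the Cy5 over europium emission ratio at 671 and 618 nm; 0% = plate median of compound wells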
rCAG RNA binder = binds r(CAG) RNA repeats; 370,000 tested, 1.3% active; inhibition, % at 3 µM; r(CAG) RNA repeat, TO-PRO-1 dye displacement fluorescence;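 active means inhibition above the plate cutoff, the mean of all test compounds on that plate plus 3 SD, cut at about 35% in these data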;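 further: 0% = DMSO alone and 100% = 100 µM mitoxantrone as full dye displacement; higher means more dye released from RNA so lower well fluorescence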
PRMT1 inh = PRMT1 (human) inhibition, primary screen; Q99873; recombinant PRMT1, activity-based probe fluorescence polarization; inhibition, % at 2.79 µM; 370,000 tested, 1.3% active; AID 652257;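 active means inhibition above about 21% made by adding two undisclosed values, limit read from the data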
TCR CD3 inh = blocks the human TCR-CD3 interaction; TAMRA-labeled TCR probe fluorescence, biochemical; inhibition, % at 9.4 µM; 360,000 tested, 0.37% active; in the data active means inhibition above about 19%;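 further: recombinant mutant TCR 2C K166C tagged with TAMRA read by polarization; 0% = receptor in buffer alone and 100% = receptor with positive control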
HTRA1 inh = blocks human HTRA1 serine peptidase | Q92743 | recombinant HTRA1, FP-rhodamine activity-based probe, fluorescence polarization | inhibition, % at 5.96 µM | 340,000 tested, 0.5% active; in the data active means inhibition above about 36%;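 further: 0% = enzyme with DMSO and 100% = wells lacking enzyme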
Target sequence (Q92743 whole entry, looked up): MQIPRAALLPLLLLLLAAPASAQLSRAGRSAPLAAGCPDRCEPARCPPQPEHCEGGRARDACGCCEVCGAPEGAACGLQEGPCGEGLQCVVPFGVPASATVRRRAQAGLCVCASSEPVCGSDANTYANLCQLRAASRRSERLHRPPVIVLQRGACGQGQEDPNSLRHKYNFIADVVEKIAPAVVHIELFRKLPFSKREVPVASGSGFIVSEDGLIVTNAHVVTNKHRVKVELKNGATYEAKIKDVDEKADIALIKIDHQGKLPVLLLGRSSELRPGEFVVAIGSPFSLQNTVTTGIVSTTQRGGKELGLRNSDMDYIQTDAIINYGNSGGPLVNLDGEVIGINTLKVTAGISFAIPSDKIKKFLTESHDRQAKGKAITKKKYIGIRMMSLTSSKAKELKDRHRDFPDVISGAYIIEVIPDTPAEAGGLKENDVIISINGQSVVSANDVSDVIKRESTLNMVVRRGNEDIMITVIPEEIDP
MBD2 inh = inhibitors of human MBD2 binding to methylated oligonucleotide | 370,000 tested, 0.31% active | inhibition, % at 4.4 µM | AID 686964 | Q9UBB5 | TR-FRET; in the data active means inhibition above about 13%
Target sequence (Q9UBB5 whole entry, looked up): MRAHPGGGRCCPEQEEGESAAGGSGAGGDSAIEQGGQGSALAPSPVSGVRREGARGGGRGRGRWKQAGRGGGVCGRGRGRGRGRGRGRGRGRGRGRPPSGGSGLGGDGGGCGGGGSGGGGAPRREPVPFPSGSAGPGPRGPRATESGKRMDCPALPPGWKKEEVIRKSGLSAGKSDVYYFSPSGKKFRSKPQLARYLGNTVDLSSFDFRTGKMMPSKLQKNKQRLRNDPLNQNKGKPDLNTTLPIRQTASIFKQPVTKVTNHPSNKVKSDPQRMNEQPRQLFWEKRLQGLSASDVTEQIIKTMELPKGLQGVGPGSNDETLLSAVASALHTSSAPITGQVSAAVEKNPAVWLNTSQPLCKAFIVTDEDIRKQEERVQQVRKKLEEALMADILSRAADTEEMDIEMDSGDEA
PG9 binder = PG9 antibody binding by small molecule; TR-FRET gp120-PG9 antibody binding; inhibition, % at 6.7 µM; 360,000 tested, 0.43% active; AID 624416; in the data active means inhibition above about 8.5%
Rev-erbA mod = modulates human Rev-erb alpha binding to DNA. AID 1259318. Rev-erbα–FITC-DNA binding, fluorescence polarization, 90 min. activity, % at 10 µM. 370,000 tested, 0.79% active;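 active means activity above about 14%, limit read from the data; passing the limit was not always enough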;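 further: 0% = DMSO wells with 35 nM protein and 100% = DMSO wells with 750 nM protein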
UHRF1 binding = UHRF1 methyl-DNA binding inhibition. Q96T88. UHRF1 binding to methylated oligo, TR-FRET. inhibition, % at 4.4 µM. 370,000 tested, 0.75% active. AID 687016; in the data active means inhibition above about 21%;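 further: UHRF1 SRA domain binding a hemimethylated CpG hairpin DNA probe; 0% = median of test compound wells and 100% = reference inhibitor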
ABHD4 inh = inhibitors of mouse ABHD4; 370,000 tested, 0.54% active; AID 720543; Q8VD66; purified mABHD4, FP-Rh probe fluorescence polarization; inhibition, % at 8.92 µM;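 active means inhibition exceeding the mean over every tested compound plus 3 SD, cut at about 30% in these data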;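 further: 0% = plate median of compound wells and 100% = S159A mutant with DMSO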
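Assay system: wild-type mouse ABHD4 protein; compound: single nominal dose of 8.92 µM, 0.89% DMSO final; schedule: 45 min + 60 min at 25 °C; measured by: FP readout, ex 525 nm / em 598 nm; evaluation: % inhibition of FP-Rh probe binding versus controls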
The depositor's hits bear a star; x = no result given. An excerpt (hit frequency here may not be typical).

SMILES	LEDGF integ inh	rCAG RNA binder	PRMT1 inh	TCR CD3 inh	HTRA1 inh	MBD2 inh	PG9 binder	Rev-erbA mod	UHRF1 binding	ABHD4 inh
CN(CCCNC(=O)c1ccccc1F)CCCNC(=O)c1ccccc1F	0	-1	2	1	5	-1	0.1	-2	-1	-2
Cc1ccc2c(CC(=O)OCC(=O)N(CC(C)C)c3c(N)n(Cc4ccccc4)c(=O)[nH]c3=O)coc2c1	3	7	1	1	-14	-1	0.2	-6	4	-4
O=C(CSc1nnnn1-c1ccc2c(c1)OCO2)NCc1ccccc1	-2	-3	3	-4	-1	1	0.7	-4	0	6
CC(C)C(NS(=O)(=O)c1ccccc1F)C(=O)OCC(=O)NCc1ccco1 (stereo not drawn)	0	3	4	-3	3	4	0.5	0	2	5
Cc1ccc(OCCn2c(C)nc3ccccc32)cc1	1	-3	-1	-2	-10	6	0.5	-3	3	-1
CCOC(=O)C1CCCN(Cc2nc(Cc3ccccc3Cl)no2)C1 (stereo not drawn)	3	-6	0	-1	4	-2	0.6	-1	0	2
CCOC(=O)c1c(NC(=O)CSc2nnc3c(n2)[nH]c2ccc(F)cc23)sc(C(C)=O)c1C	3	1	2	7	1	1	1.1	1	5	0
CC(=O)N(c1cccc(Br)c1)c1nc(C)cc(C)c1C#N	1	-4	-5	-2	5	-5	-1.2	-1	3	-3
Cc1onc(-c2ccccc2)c1CNC(=O)C1COc2ccccc2O1 (stereo not drawn)	0	-1	1	3	-1	-7	-0.9	4	-2	3
CC1=Nn2c(nnc2-c2ccccc2Cl)SC1	-2	0	8	1	3	2	-2.9	4	-1	0
CCOC(=O)C1=C(CN2CCc3ccccc32)NC(=O)NC1c1cccc([N+](=O)[O-])c1 (stereo not drawn)	-1	0	3	4	8	10	0.9	-1	8	9
O=C(CCCC(=O)c1ccccc1)NCCc1ccccc1F	6	-4	7	-2	0	8	0.7	-4	5	-8
Cc1ccc(C(=O)NCC(=O)NCC(=O)OCC(=O)c2ccc(F)cc2)cc1	-4	-3	4	0	4	1	-1.0	0	6	-2
COc1ccc(/C=C2\SC(=S)N(CCC(=O)Nc3cccc(O)c3)C2=O)cc1	1	15	5	-16	-29	-3	0.7	-2	3	-29
Cc1cccc(Cn2cc(/C=C/[N+](=O)[O-])c3ccccc32)c1	0	16	-2	4	-35	-8	-0.5	-3	-1	-19
COC(=O)CCN(C1CCCCC1)S(=O)(=O)c1ccc(S(=O)(=O)NC2CCCCC2)cc1	-1	1	0	11	-32	2	-1.6	4	4	-5
COC(=O)c1ccc(COC(=O)CCS(=O)(=O)c2ccc(C)cc2)cc1	1	-6	1	9	-4	-2	-1.7	-1	-1	-5
CCN=C1NN=C(c2cc(C)n(Cc3ccco3)c2C)CS1	3	9	1	-4	17	-1	-0.2	6	-5	7
CC(C)CNC(=O)COC(=O)c1ccccc1SCC(=O)NCC(C)C	-3	-9	3	-2	1	3	0.6	-2	2	3
CN1CCN(C(=O)c2ccc3c(c2)NC(=O)C(C)(C)O3)CC1	-1	-2	-6	-4	3	-2	3.6	4	-1	1
CCOc1ccc(CNC(=O)CCn2c(=O)oc3ccccc32)cc1	2	0	0	-1	-10	-2	0.0	3	-2	-3
CCCC(=O)OCC(=O)c1[nH]c(C)c(C(C)=O)c1C	3	-1	-7	-4	1	-5	-2.8	-2	-1	-3
CCCCn1c(-c2csc(CCC)c2)n[nH]c1=S	1	-2	2	5	-5	-3	1.6	2	-2	-5
O=C(COc1ccc(Cl)cc1)NCCN1CCCC1	2	-1	-2	5	0	0	-1.7	0	-2	-2
Cc1ccnc(NC(=O)CCC(=O)N(CC(=O)NCc2ccccc2)Cc2ccco2)c1	-3	-2	0	6	5	-1	-1.9	-6	0	6

Next part:
SMILES	LEDGF integ inh	rCAG RNA binder	PRMT1 inh	TCR CD3 inh	HTRA1 inh	MBD2 inh	PG9 binder	Rev-erbA mod	UHRF1 binding	ABHD4 inh
COc1ccc(N2C(=O)[C@@H]3C(c4cccnc4)=NO[C@@H]3C2=O)cc1	0	11	11	3	x	3	0.1	4	1	2
CCOC(=O)Cc1csc(NC(=O)COc2ccc(C)cc2)n1	-2	-5	-2	2	-6	1	-3.9	-2	0	-6
CC(C)Cc1nnc(NC(=O)CCC(=O)N2CCN(c3ccccc3)CC2)s1	-3	-6	1	6	0	0	-2.2	-3	0	-1
CC(=O)Nc1nc(-c2ccc(Cl)cc2)ns1	-2	7	2	3	-12	0	-1.8	-1	-4	-14
O=C(NCc1ccccc1Cl)C1CCCN(c2nc3ccccc3o2)C1 (stereo not drawn)	0	2	13	x	x	-1	x	-9	2	5
COc1ccc(N2CCN(C(=O)c3c(Cl)cnn3C)CC2)cc1	1	1	-3	6	-6	-9	-1.6	4	-4	-9
Cc1ccc(C(=O)N/N=C(/CC(=O)c2cccs2)C(F)(F)F)cc1	-1	45*	2	4	10	-1	-1.6	2	-2	-21
CCOC(=O)c1ccc(S(=O)(=O)N2CCC(N3CCCCCC3)CC2)cc1	0	0	-9	6	2	-3	1.3	-1	2	-3
CS(=O)(=O)c1ccc2nc(NC(=O)C3CC3)sc2c1	7	2	-6	6	x	3	0.7	-4	-1	-7
CC(=O)Nc1ccc(OCC(O)CN2CCN(c3ccccc3Cl)CC2)cc1 (stereo not drawn)	2	-5	0	1	3	10	1.5	-4	6	-21
Cc1c(OC(C)C(=O)NC(Cc2c[nH]c3ccc(O)cc23)C(=O)O)ccc2c1oc(=O)c1ccccc12 (stereo not drawn)	1	58*	5	5	10	-4	-2.7	5	-1	11
N#Cc1c(-c2ccccc2Cl)cc(C2CC2)nc1N	6	-1	1	-10	-8	9	1.7	2	7	-16
Cc1ccc(F)cc1NC(=O)c1ccc2c(c1)OCO2	-1	-2	-2	-3	-1	8	-0.4	1	-1	-1
COc1ccccc1OCC(=O)NNc1c2ccccc2nc2ccccc12	-2	2	4	-7	-1	2	-8.7	7	-5	15
COc1cccc(CNCc2ccccn2)c1OC	4	3	-3	0	0	-2	-3.1	3	0	-3
CCNC(=O)N(C)[C@H]1C[C@H]2c3[nH]c4cccc(-c5ccc6c(c5)OCO6)c4c3CCN2C[C@H]1[C@H](C)O	-3	9	3	x	x	-6	x	-1	0	1
COc1ccc(-n2nc3c(c2NC(=O)c2cc(Br)ccc2Cl)CS(=O)C3)cc1 (stereo not drawn)	4	3	3	7	2	-1	0.3	-2	2	2
COc1ccccc1NC(=S)NCCc1ccc(Cl)cc1	-1	-2	-3	3	-4	0	-0.5	-5	-3	-12
CCOC(=O)C1CCN(C(=O)c2cc(C(C)(C)C)nn2Cc2ccccc2)CC1	1	-4	2	1	-2	-6	-1.1	7	-1	0
O=C(O)CCC(=O)Nc1ccccc1N1CCOCC1	3	1	2	-1	-1	-3	1.5	0	3	4
Cc1cc(C)cc(CC(=O)N2CCC2(C)C(=O)NS(=O)(=O)c2ccccc2Cl)c1 (stereo not drawn)	-1	14	1	5	x	-2	1.6	-4	2	5
CC(=O)c1cccc(NC(=O)c2c(F)c(F)c(F)c(F)c2F)c1	-4	-1	2	3	-6	0	0.3	2	-1	-7
COc1ccc(C(=O)c2ccc(N3CCOCC3)c([N+](=O)[O-])c2)cc1	-4	1	6	-4	-3	3	-3.2	2	2	-11
O=C(c1cccs1)N(C(=O)c1cccs1)c1ccc(Br)cn1	-1	-3	-4	5	2	1	-4.3	1	-1	-7
Cc1cnc([N+](=O)[O-])n1CCOC(=O)NC(=O)c1ccccc1	5	-4	-4	3	-1	1	1.5	5	-3	-7

Some values from the entries so far:
Cc1ccc(C(=O)N/N=C(/CC(=O)c2cccs2)C(F)(F)F)cc1 in MBD2 inh shows -1
CCOC(=O)c1ccc(S(=O)(=O)N2CCC(N3CCCCCC3)CC2)cc1 in PRMT1 inh shows -9
Cc1cc(C)cc(CC(=O)N2CCC2(C)C(=O)NS(=O)(=O)c2ccccc2Cl)c1 (stereo not drawn) in Rev-erbA mod shows -4
COc1ccccc1OCC(=O)NNc1c2ccccc2nc2ccccc12 in PG9 binder shows -8.7

Returning to the listing, repeating the 3 entries before the break.
SMILES	LEDGF integ inh	rCAG RNA binder	PRMT1 inh	TCR CD3 inh	HTRA1 inh	MBD2 inh	PG9 binder	Rev-erbA mod	UHRF1 binding	ABHD4 inh
COc1ccc(C(=O)c2ccc(N3CCOCC3)c([N+](=O)[O-])c2)cc1	-4	1	6	-4	-3	3	-3.2	2	2	-11
O=C(c1cccs1)N(C(=O)c1cccs1)c1ccc(Br)cn1	-1	-3	-4	5	2	1	-4.3	1	-1	-7
Cc1cnc([N+](=O)[O-])n1CCOC(=O)NC(=O)c1ccccc1	5	-4	-4	3	-1	1	1.5	5	-3	-7
CCN(CC)S(=O)(=O)c1cccc(NC(=O)c2ccc(Sc3nncn3C)c([N+](=O)[O-])c2)c1	5	25	-3	2	-6	-4	-0.8	4	-1	1
Cc1cc(C(=O)OCC(=O)NCc2ccc(Cl)cc2)c(C)o1	-3	-1	2	-6	10	6	-0.2	0	2	6
CC1=C(C(=O)N(C)C)C(c2ccc(C)s2)NC(=S)N1 (stereo not drawn)	2	2	6	-4	-13	-2	3.3	-7	4	-5
O=C(Nc1cccs1)Nc1ccccc1Br	-4	0	4	3	6	-5	0.4	3	-1	4
Cn1c2ccccc2c2cc([N+](=O)[O-])ccc21	-2	11	3	-1	-12	-1	0.8	7	-2	-4
O=C1CC(NNc2nc3ccccc3s2)C(=O)N1c1ccc(F)cc1 (stereo not drawn)	2	5	-4	-2	-5	-1	0.8	7	1	-4
Cc1cc(=O)n(Cc2ccco2)c(=S)[nH]1	0	2	0	-2	8	-7	-0.2	-1	-3	-4
O=C(NCc1cc(C(F)(F)F)cc(C(F)(F)F)c1)C1CC(c2cccc(F)c2)=NO1 (stereo not drawn)	-2	-7	-5	-4	-7	3	-0.4	2	2	-7
O=C(O)c1cccc(C(=O)O)c1	0	1	3	-3	0	2	0.1	-1	-1	4
O=C(O)C1CCCCN1C(=O)c1ccc(S(=O)(=O)N2CCCCCC2)cc1 (stereo not drawn)	2	5	0	6	2	0	0.1	-1	2	5
CC1(C(=O)Nc2ccc3c(c2)OCO3)CCN1C(=O)CCc1cccs1 (stereo not drawn)	-6	1	-1	2	x	-3	-0.8	3	0	-5
Cn1c2ccccc2c(=O)c2cc(C#Cc3ccsc3)ccc21	5	3	-3	-2	-17	0	0.0	22*	9	0
COc1ccc([N+](=O)[O-])cc1NC1C2CC3CC(C2)CC1C3 (stereo not drawn)	-4	0	-4	8	-1	2	-2.9	2	-2	1
Cc1ccc2[nH]cc(C(=O)CN3CCC4(CC3)OCCO4)c2c1	0	17	3	-6	-3	4	1.2	0	4	-10
CN(C)S(=O)(=O)c1cccc(NC(=O)COC(=O)c2cccnc2Cl)c1	-2	6	-1	-3	9	0	-0.7	-3	1	-3
c1cncc(Nc2c3ccccc3nc3ccccc23)c1	-1	8	10	-4	-4	-6	-9.0	-1	-12	18
C=C1C(=O)[C@]23C[C@H]1CC[C@H]2[C@]1(C)[C@@H](OC(C)=O)CC[C@@](C)(C(=O)O)[C@H]1C[C@@H]3OC(C)=O	-5	5	0	1	x	-1	0.6	1	-1	-1
Cc1ccc2cc3cc(C(=O)N(CC(=O)NC4CCCC4)c4cccc(C)c4C)sc3nc2c1	1	3	0	-4	-27	2	0.3	4	0	-13
O=C(CN1C(=O)c2ccccc2C1=O)NC1CCC(O)CC1 (stereo not drawn)	-3	0	-3	-8	-1	-1	1.4	-3	1	1
CN(C)C(=O)N1CCC(C(=O)NCc2ccc3c(c2)OCO3)CC1	-1	-1	0	-3	-2	-2	-1.6	-3	0	0

Screening data (PubChem)
